mcGAS lum: inhibitors of mouse cGAS; Q8C6L5; recombinant cGAS, Kinase-Glo ATP depletion luminescence; inhibition, % at 12.5 µM; 0.15% of 160,000 active;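 note: 0% = negative control wells and 100% = reference inhibitor with no enzyme activity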
NPYLR7 ag: activates Aedes aegypti NPYLR7 receptor; AID 1259423; activation, % at 10 µM; HEK293T NPYLR7/Galpha15, GCaMP6s calcium fluorescence; 0.15% of 270,000 active; in the data active = activation above about 40%;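 note: 0% = vehicle and 100% = reference agonist at the receptor; some compounds past the cut are filed as inactive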
hcGAS lum: inhibitors of human cGAS | 0.081% of 290,000 active | AID 1259398 | inhibition, % at 12.5 µM | recombinant h-cGAS, ATP depletion, Kinase-Glo luminescence | Q8N884;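 note: 0% = vehicle reaction and 100% = reaction without DNA for no activity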
Target sequence (Q8N884 whole entry, looked up): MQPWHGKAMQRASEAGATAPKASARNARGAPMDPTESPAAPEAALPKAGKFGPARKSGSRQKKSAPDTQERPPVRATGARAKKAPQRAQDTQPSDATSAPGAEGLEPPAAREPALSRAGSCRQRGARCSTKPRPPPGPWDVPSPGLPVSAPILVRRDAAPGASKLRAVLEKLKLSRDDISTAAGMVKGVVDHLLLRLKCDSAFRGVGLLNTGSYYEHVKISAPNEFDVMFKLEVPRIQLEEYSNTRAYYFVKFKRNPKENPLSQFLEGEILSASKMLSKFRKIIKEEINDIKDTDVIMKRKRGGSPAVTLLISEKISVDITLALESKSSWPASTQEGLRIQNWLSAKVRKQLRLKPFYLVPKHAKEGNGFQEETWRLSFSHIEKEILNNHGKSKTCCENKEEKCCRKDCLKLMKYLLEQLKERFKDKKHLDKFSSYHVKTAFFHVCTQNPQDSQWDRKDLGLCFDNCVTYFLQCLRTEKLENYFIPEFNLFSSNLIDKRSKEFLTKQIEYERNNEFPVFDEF
* hit, by the source's call; . = not tested or not shown; & = joins results of further samples. Cut-off read from the data, not from the text of the source, unless noted: active = inhibition above about 40%; inactive = the rest.

SMILES | mcGAS lum | NPYLR7 ag | hcGAS lum
CC(=O)N(C=C1Sc2ccccc2C1=O)c1ccc(C)cc1 | -12 | -3 | -12
Cc1ccccc1CSc1nnc(-c2ccc(F)cc2)n1-c1ccccc1C | -4 | . | -6
N#CCN1CCCC1c1ccc(Br)cc1 (stereo unspecified) | . | 8 | -9
CNC(=O)[C@@]1(OCc2cccc(C(F)(F)F)c2)CC(OCc2ccc(C(F)(F)F)cc2)[C@H](O)[C@H](O)C1 (stereo partly specified) | -5 | 3 | -3
CCCCN(C)c1c(CC)nc2ccc(C(=O)NCc3ccccc3OC)cn12 | -6 | 3 | -4
O=C(Nc1cccc(C(F)(F)F)c1)Nc1nn(Cc2ccc(C(F)(F)F)cc2)c2ccccc12 | -5 | 10 | -7
O=C(OCc1cc(-c2ccc3c(c2)OCO3)on1)c1cccs1 | . | -2 | -6
Cc1nn2c(CN(C(=O)COc3ccccc3)c3ccccc3)nnc2c2ccccc12 | -7 | 0 | -14
C=CCn1c(CNCC2CCCO2)cnc1S(=O)(=O)Cc1ccccc1 (stereo unspecified) | . | 7 | -1
CCCc1nc(C)sc1C(=O)Nc1cccc(SC)c1 | . | -11 | -3
O=C(NC(=O)C1CCNCC1)c1c2c(nc3ccccc13)CCN(CCc1ccccc1)C2 | . | 1 | -7
COc1cccc(C(=O)Oc2coc(CSc3nccn3C)cc2=O)c1 | -6 | -3 | -10
CCOC(=O)c1nc2ccccc2nc1N1CCCN(C(=O)c2cc3ccccc3s2)CC1 | -7 | 1 | -6
Cc1ccc(-c2cc(O)c3c(c2)CN(CC(=O)Nc2cnn(C)c2)CCO3)cc1 | . | 6 | -6
C[C@@H]1CN(c2nc3nonc3nc2NCc2ccccc2)C[C@H](C)O1 | . | -1 | -7
CCOC(=O)c1ccc(NC(=O)CSc2nc3c(-c4ccccc4)c[nH]c3c(=O)n2C(C)C)cc1 | -8 | 0 | -4
O=S1(=O)NC(=NCC2(c3ccccc3)CCCC2)c2ccccc21 | -6 | 8 | -8
O=c1c(Cl)c(Cl)cnn1-c1nc2ccccc2o1 | . | 2 | -5
CC1Cc2ccccc2N1C(=O)Cc1csc2nc(-c3ccc(F)cc3)cn12 (stereo unspecified) | -7 | 2 | -6
C=CCn1c(SCC(=O)NC(C)(C)C)nc2c([nH]c3ccccc32)c1=O | -5 | 0 | -1
CCCn1c(=O)c2c(nc3n(CC(=O)OCC)c(C)c(C)n23)n(C)c1=O | . | 7 | 8
CCOc1ncccc1CN1CCCC(C(=O)Nc2ccc(-c3ccccc3)cc2)C1 (stereo unspecified) | -3 | -10 | -2
CCOc1cc2c(cc1CN1CCC3(CC1)CNC(=O)C3)CCC2 | -13 | 12 | -8
CCN1C(=O)NC(c2ccc(Cl)cc2)C2=C1CN(C(Cc1ccccc1)C(=O)N1CCc3ccccc3C1)C2=O (stereo unspecified) | -5 | -2 | -6
COc1ccc(C)c2sc(N(Cc3cccnc3)C(=O)c3ccc(C#N)cc3)nc12 | -8 | -6 | -8

The closing five records of the section above open the next one.
SMILES | mcGAS lum | NPYLR7 ag | hcGAS lum
CCCn1c(=O)c2c(nc3n(CC(=O)OCC)c(C)c(C)n23)n(C)c1=O | . | 7 | 8
CCOc1ncccc1CN1CCCC(C(=O)Nc2ccc(-c3ccccc3)cc2)C1 (stereo unspecified) | -3 | -10 | -2
CCOc1cc2c(cc1CN1CCC3(CC1)CNC(=O)C3)CCC2 | -13 | 12 | -8
CCN1C(=O)NC(c2ccc(Cl)cc2)C2=C1CN(C(Cc1ccccc1)C(=O)N1CCc3ccccc3C1)C2=O (stereo unspecified) | -5 | -2 | -6
COc1ccc(C)c2sc(N(Cc3cccnc3)C(=O)c3ccc(C#N)cc3)nc12 | -8 | -6 | -8
CCCc1cc(Cn2ccnc2-c2ccc(F)c(F)c2F)on1 | -19 | 17 | -8
CCN(CC)CCN1CC(=O)N2CC[C@@H](O)C[C@H]2C1=O | . | 2 | -11
CCCCCCCC(=O)Nc1c(-c2ccccc2C)nc2cc(C)ccn12 | -4 | -2 | 1
COc1ccc(NC(=O)C(OC(=O)c2cnc(C)cn2)C(C)C)cc1 (stereo unspecified) | . | 1 | -1
Cc1nc(Nc2ccc(NC(=O)COc3ccc(Cl)cc3)cc2)cc(-n2ccnc2)n1 | -11 | -15 | -6
CC1(CCc2ccccc2)NC(=O)N(NC(=O)CCl)C1=O (stereo unspecified) | . | 3 | -5
O=C1CC(c2ccccc2)CC2=Nc3ccccc3NC(c3ccc(O)cc3)C12 (stereo unspecified) | 1 | -9 | 1
COc1cc(NC(=O)C2(C)CCN2C(=O)C(C)C)cc(OC)c1OC (stereo unspecified) | -8 | 5 | -16
COc1ccc(C)cc1NC(=O)Nc1ccc(Nc2cc(OC(C)C)nc(C)n2)cc1 | -5 | 25 | -3
CNS(=O)(=O)c1csc(-c2nc(-c3ccncc3)no2)c1 | -16 | -1 | -6
O=C(c1ccc[nH]c1=O)N1CCN(Cc2nc3ccccc3n2Cc2ccccc2)CC1 | . | 0 | 0
Cc1ccc(C(=O)N2CCNC(=O)C2Cc2ccccc2)c(F)c1F (stereo unspecified) | -11 | 1 | -3
COc1ccc2c(c1)CCC/C2=N/Nc1ccccn1 | -18 | 16 | -9
CCOc1cc2c(cc1CN1CCC(O)(c3ccc(C)cn3)CC1)CCC2 | . | 9 | -6
CCOC(=O)NC(CNC(=O)c1cncc(Br)c1)CC(C)C (stereo unspecified) | . | -1 | -1
COCc1noc([C@@H]2CC(F)(F)CN2C(=O)CN2CCCCCC2)n1 | 0 | . | -3
CC1(C(=O)NCc2ccc3c(c2)OCO3)CCN1CC1CC1 (stereo unspecified) | . | 1 | 1
O=C(CCN(Cc1ccco1)c1nc(-c2cccs2)nc2ccccc12)Nc1ccc(F)cc1 | -4 | 28 | -9
CC(C)N(CCC(=O)N1CCN(c2ccccc2F)CC1)c1nc(Cc2ccc(F)cc2)ns1 | -4 | 13 | -1
CC(C)(C)c1cc(CN2CC[C@@]3(O)CCCC[C@H]3C2)[nH]n1 | . | 5 | -4
COc1ccc(C2CC(c3ccc(Br)cc3)=Nc3nnnn32)c(OC)c1 (stereo unspecified) | . | 8 | 2
COc1ccc(CN2CCN(Cc3cc(OC)c(OC)cc3[N+](=O)[O-])CC2)c(OC)c1 | . | 14 | -4
Cc1cccc(NC(=O)NCCNc2ccc(Nc3ccncc3)nn2)c1C | . | 4 | -7
COc1cccc(CC(=O)Nn2cnc3scc(-c4ccccc4)c3c2=O)c1 | . | 0 | -3
O=C(Cn1cnc2c(c1=O)CCCN2)NCc1ccc(F)cc1 | -13 | 0 | -1

Record cards, as listed above. Order of screens: mcGAS lum, NPYLR7 ag, hcGAS lum
Results for `COc1ccc(C2CC(c3ccc(Br)cc3)=Nc3nnnn32)c(OC)c1` (stereo unspecified) : ., 8, 2
Results for `CC(C)N(CCC(=O)N1CCN(c2ccccc2F)CC1)c1nc(Cc2ccc(F)cc2)ns1` : -4, 13, -1
Results for `CCOC(=O)NC(CNC(=O)c1cncc(Br)c1)CC(C)C` (stereo unspecified) : ., -1, -1

Next section:
SMILES | mcGAS lum | NPYLR7 ag | hcGAS lum
O=C(c1ccc(Cl)cc1[N+](=O)[O-])N1CCCCC1 | -4 | 7 | -3
CC(=O)c1ccc(C(=O)N2CCc3c([nH]c4ccccc34)C2c2ccccc2F)s1 (stereo unspecified) | -3 | 2 | -5
Clc1cc(N2CCOCC2)nc(N2CCOCC2)n1 | . | 3 | -7
COc1cccc(OC)c1OCc1nc(C(=O)NCCN(C)C)cs1 | -6 | 24 | -4
COCCc1nc2ccc(C(=O)NC(c3ccccc3)c3ccc(Cl)cc3)cc2o1 (stereo unspecified) | -8 | 2 | -6
CN(C)C(=O)c1cccc(S(=O)(=O)N2CCC(OCc3ccccn3)C2)c1 (stereo unspecified) | . | 1 | 2
CNC(=O)C1CCC(Cn2c(=O)c3sccc3n(CC(=O)Nc3cccc(OC)c3)c2=O)CC1 (stereo unspecified) | -9 | 6 | -3
N=C1c2c(cc(=O)n3c2[nH]c2ccccc23)CN1Cc1ccccc1 | . | 0 | -5
C=CCN(Cc1ccc(F)cc1)C(=O)c1c(C)nn(CC)c1C | -17 | 25 | -4
CS(=O)(=O)CCC1NC(=O)N(CN2CCc3ccccc3C2)C1=O (stereo unspecified) | . | 4 | -4
COc1ccc(CN(Cc2cccc(F)c2)C(=O)C2CCOC2)cc1 (stereo unspecified) | -14 | . | -15
Cc1cc2c(=O)n(Cc3ccco3)c(SCC(=O)c3ccccc3)nc2s1 | -4 | -12 | -2
Cn1c(=O)n(Cc2ccccc2F)c(=O)c2c1nc1n2CCCN1c1ccc(F)cc1 | 1 | 0 | 3
CCCc1cc(CN(C)C(=O)c2ccc(F)c(OC)c2F)[nH]n1 | . | 11 | -2
NC(=O)c1cc(NC(=O)Cc2ccc3c(c2)CCCC3)ccc1F | . | -16 | -9
CCc1[nH]n(-c2cc(C)ccc2C)c(=O)c1C1=C(N2CCOCC2)C(=O)N(Cc2ccccc2)C1=O | -4&-2 | -5 | 0&-6
Cc1ccc(-n2cccn2)c(-c2nccn2C2CCSC2)c1 (stereo unspecified) | . | 5 | -1
CCN(CC)C(=O)Oc1ccc2c(ccn2Cc2ccc(OC(F)F)cc2)c1-c1ccc(F)c(Cl)c1 | -4 | 13 | 2
N#CCCCN1CCN(C(=O)c2ccc(-c3cc(-c4ccccc4)n[nH]3)cc2)CC1 | 0 | 1 | 0
COc1ccc(N2CCN(c3cc(Cl)nc(SCC(=O)NC(C)CCc4ccccc4)n3)CC2)cc1 (stereo unspecified) | -5 | 18 | -3
Cc1ccc(-n2ccc3nc(N4CCCCC4)ncc3c2=O)cc1C | -8 | -1 | -4
COC(=O)CCNC(=O)c1cn(Cc2cccc(Cl)c2)nn1 | . | -5 | -4
Nc1ccc(Cl)c(S(=O)(=O)N2CCOCC2)c1 | . | 3 | -4
COc1ccccc1OCCNC(=O)CCn1c(=O)oc2cc(Cl)ccc21 | -3 | 0 | 0
COc1ccc(CC2CN(C(=O)c3cc(C)oc3C)CCO2)cc1 (stereo unspecified) | -13 | 15 | -9

The list continues:
SMILES | mcGAS lum | NPYLR7 ag | hcGAS lum
O=C(/C=C/c1ccccc1)NCC1Cc2cc(Oc3ccccc3)ccc2O1 (stereo unspecified) | -7 | 33 | -3
CCCCNC(=O)c1cc2n(n1)CCN(Cc1cccc(OC)c1)C2=O | -5 | 0 | -5
CC(C)CNC(=O)C1COC2(CCN(C(=O)C3CCC3)CC2)N1C(=O)c1ccccc1 (stereo unspecified) | -4 | -1 | -2
CCCNC(=O)C1CN(C(=O)c2ccc3noc(-c4ccccc4)c3c2)c2ccccc2O1 (stereo unspecified) | . | 1 | -8
CCCCN(C(=O)CCCCl)c1c(N)n(CCC)c(=O)[nH]c1=O | -6 | -3 | -3
CCOc1ccccc1N1C(=O)CC(Sc2nc(O)c(CC)c(=O)[nH]2)C1=O (stereo unspecified) | -8 | 0 | -10
CCC(NC(=O)CC(C)c1ccc(F)cc1)c1ncn[nH]1 (stereo unspecified) | . | 0 | -8
CCC(C)NCc1ccc(C)o1 (stereo unspecified) | . | 9 | -9
CN(C)C(=O)COc1ccc(NC(=O)c2ccc3c(c2)C(=O)N(C)C3=O)cc1 | . | 15 | -1
COC(=O)c1ccc(NC(=O)NC2CCCNC2=O)c(C)c1 (stereo unspecified) | -15 | 2 | -6
Cc1[nH]c(=O)sc1C(=O)NCc1ccc(F)cc1 | . | -6 | 0
Cc1n[nH]c(C)c1CN1CCOC(CC2CCCCC2)C1 (stereo unspecified) | -12 | . | -6
COP1(=S)C(=C2N(C)c3ccccc3C2(C)C)C=Nc2c(C)nn(-c3ccccc3)c21 (stereo unspecified) | . | 6 | -1
Cc1ccc(N2CC(CNC(=O)C(C)(C)C)OC2=O)cc1 (stereo unspecified) | . | 4 | -6
O=C(CCl)N1CCN(Cc2ccc(Cl)cc2)CC1 | . | 2 | -10
Oc1c(Cl)cc(CN2CCCC2)c2cccnc12 | -4 | 8 | -4
CC1c2cc(O)c(O)cc2CCN1C(=O)CC(C)(C)CC(=O)O (stereo unspecified) | -2 | 3 | 0
CC(C)c1ccc(NC(=O)CSc2nc(=O)n(CCCN3CCOCC3)c3c2CCC3)cc1 | -1 | 0 | -2

Looked up above:
Cc1n[nH]c(C)c1CN1CCOC(CC2CCCCC2)C1 (stereo unspecified) – mcGAS lum: -12
O=C(/C=C/c1ccccc1)NCC1Cc2cc(Oc3ccccc3)ccc2O1 (stereo unspecified) – hcGAS lum: -3
Cc1ccc(N2CC(CNC(=O)C(C)(C)C)OC2=O)cc1 (stereo unspecified) – NPYLR7 ag: 4
CCCCN(C(=O)CCCCl)c1c(N)n(CCC)c(=O)[nH]c1=O – mcGAS lum: -6
Cc1[nH]c(=O)sc1C(=O)NCc1ccc(F)cc1 – NPYLR7 ag: -6
CC(C)CNC(=O)C1COC2(CCN(C(=O)C3CCC3)CC2)N1C(=O)c1ccccc1 (stereo unspecified) – hcGAS lum: -2
CN(C)C(=O)COc1ccc(NC(=O)c2ccc3c(c2)C(=O)N(C)C3=O)cc1 – hcGAS lum: -1

An excerpt from above, showing only mcGAS lum and hcGAS lum:
structure	mcGAS lum	hcGAS lum
Cc1[nH]c(=O)sc1C(=O)NCc1ccc(F)cc1	.	0
CC1c2cc(O)c(O)cc2CCN1C(=O)CC(C)(C)CC(=O)O (stereo unspecified)	-2	0
CCC(NC(=O)CC(C)c1ccc(F)cc1)c1ncn[nH]1 (stereo unspecified)	.	-8
Cc1n[nH]c(C)c1CN1CCOC(CC2CCCCC2)C1 (stereo unspecified)	-12	-6
